Compound activity deposited in PubChem BioAssay by Small Molecule Screening Facility, UW Madison.
RMI FANCM FP = blocks RMI1/RMI2 complex binding to FANCM MM2 peptide | Fluorescence polarization, RMI core complex with F-MM2 peptide; hits give low values | FP signal (polarization) at 33 µM | 0.58% of 70,000 active; in the data active = FP signal below about 40; also: inactives centre near 61; strong numbers were not always called active; unit not given here
* hit, by the source's call; & = joins results of further samples. A portion of the library; rates above refer to the full screens.

RMI FANCM FP,structure
58,CC(=O)CC(=O)NCc1ccccc1
63,COc1ccc(-c2nc(NC(=O)COc3ccc(Cl)cc3Cl)sc2C)cc1
60,CC1=NN(C)C(=O)C1=Cc1c(C)[nH]n(C)c1=O
61,CCOC(=O)c1c(C)noc1-c1ccco1
63,Cc1ccc(Cl)c2sc(N(CCCN3CCOCC3)C(=O)c3ccno3)nc12
61,COc1cn(C)c(C(=O)Nc2ccc(C(C)C)cc2)cc1=O
66,Cc1ccccc1-c1nc(CSc2nc3ccccc3c(=O)n2Cc2ccco2)c(C)o1
62,O=C(NCc1ccco1)c1ccc(OCc2ccc3ccccc3n2)cc1
58,CC1(C)C2CCC1(CI)C(=O)C2=O (stereo unspecified)
57,Cc1cc(C)nc(NS(=O)(=O)c2ccc(NC(=S)NC(=O)c3ccccc3[N+](=O)[O-])cc2)n1
61,COC(=O)Nc1ccc(S(=O)(=O)N(C)CC(F)(F)C(F)F)cc1
101,O=C(CSc1ccc(NC(=O)C2CC2)nn1)NCc1ccc2c(c1)OCO2
47,CCOCCCNC(=O)Nc1cn(C)c2ccccc12
56,CSc1nc2cc(C)nn2c(N)c1C#N
59,Cc1cc(C)c(C)c(S(=O)(=O)NCCc2ccccc2)c1C
56,COc1cc2c(cc1OC)/C(=C/c1cccc(C(F)(F)F)c1)C(=O)N2
55,CC(C)(C)NC(=O)Nc1nnc(SCC(=O)Nc2ccc3c(c2)OCO3)s1
38,CCOC(=O)c1sc(S(C)=NS(=O)(=O)c2ccccc2)c2c1CCC=C2 (stereo unspecified)
61,N#Cc1c(OCC(F)(F)F)ccc(S(=O)(=O)N2CCCC2)c1OCC(F)(F)F
71,COc1ccc(-c2cc(OCC(=O)Nc3cc(OC)cc(OC)c3)c3ccccc3n2)cc1
57,COc1cccc(OC)c1C(=O)NNc1nc2c(C)cc(C)cc2s1
65,CC(=O)CSc1ncnc2c1nnn2Cc1ccc(Cl)cc1
73,CCOc1ccc(NC(=O)CN(C)S(=O)(=O)c2c(C(=O)OC)sc3ccccc23)cc1
69,NCC(=O)c1ccc(-c2ccccc2)cc1
53,COc1cc(-n2cccc2)cc(C(F)(F)F)c1
74,Cc1cc(C)c(C)c(S(=O)(=O)Nc2ccc(C(=O)NCc3ccccn3)cc2)c1C
69,CSc1ccccc1C(=O)N(CCn1cccn1)c1nc2ccccc2s1
68,Cc1cc(C)nc(N=Cc2c(O)[nH]c(=O)[nH]c2=O)c1
61,O=C(Nc1nnc(-c2cccs2)o1)c1cc2cc([N+](=O)[O-])ccc2s1
54,O=S(=O)(c1cccc2cccnc12)N1CCCN(CCc2ccccc2)CC1
60,Cc1cc2cc(CCNC(=O)c3c(-c4ccccc4Cl)noc3C)c(=O)[nH]c2cc1C
17*,Cc1cc(NS(=O)(=O)c2ccc(NC(=O)c3oc4cc(C)c(C)cc4c3C)cc2)nc(C)n1
55,Cc1ccc(Cl)cc1-n1ccn(CC#N)c(=O)c1=O
65,O=C(COc1ccc(Cl)cc1Cl)NCCn1ncc2c(=O)n(Cc3cccc(C(F)(F)F)c3)cnc21
53,O=C(COc1ccccc1)N1CCN(c2ccc(N3CCOCC3)nn2)CC1
57,Clc1ccc(-c2csc(-c3cccnc3)n2)s1
61,O=C(CCn1c(=O)oc2ccccc21)Nc1ccccc1F
59,CCCCCC(O)c1cccc(OCc2ccc3ccccc3n2)c1 (stereo unspecified)
66,O=C(Cn1cnc2c(sc3cccc(Cl)c32)c1=O)N1CCN(c2ccc(F)cc2)CC1
52,S=c1cc(-c2ccc(Cl)cc2)ss1
67,CN1C(=O)C(C)(C)COc2ccc(NC(=O)COc3ccc(F)cc3)cc21
70,COCCN1CCC(CNC(=O)c2cccc(OC)c2OC)CC1
83,CCCCCn1c(SCc2nc(-c3ccc4c(c3)OCO4)no2)nc2ccsc2c1=O
65,COCCn1c(SCc2nc(-c3ccc(F)cc3)no2)nc2ccsc2c1=O
64,CCOC(=O)c1c(NC(=O)/C=C/c2ccc([N+](=O)[O-])cc2)sc2c1CCN(C(=O)OCC)C2
66,Cc1cccc2sc(N(Cc3ccccn3)C(=O)/C=C/c3ccc4c(c3)OCO4)nc12
47,CN1CCc2c(cc(O)c(O)c2Cl)C(c2cccc(Cl)c2)C1 (stereo unspecified)
65,CCOC(=O)c1[nH]c2ccccc2c1NC(=S)Nc1cccc(Cl)c1C

16 structures out of the list, arranged by formula weight, rising:
RMI FANCM FP,structure
52,S=c1cc(-c2ccc(Cl)cc2)ss1
55,Cc1ccc(Cl)cc1-n1ccn(CC#N)c(=O)c1=O
57,Clc1ccc(-c2csc(-c3cccnc3)n2)s1
61,O=C(CCn1c(=O)oc2ccccc21)Nc1ccccc1F
59,CCCCCC(O)c1cccc(OCc2ccc3ccccc3n2)c1 (stereo unspecified)
70,COCCN1CCC(CNC(=O)c2cccc(OC)c2OC)CC1
47,CN1CCc2c(cc(O)c(O)c2Cl)C(c2cccc(Cl)c2)C1 (stereo unspecified)
67,CN1C(=O)C(C)(C)COc2ccc(NC(=O)COc3ccc(F)cc3)cc21
53,O=C(COc1ccccc1)N1CCN(c2ccc(N3CCOCC3)nn2)CC1
54,O=S(=O)(c1cccc2cccnc12)N1CCCN(CCc2ccccc2)CC1
65,COCCn1c(SCc2nc(-c3ccc(F)cc3)no2)nc2ccsc2c1=O
66,Cc1cccc2sc(N(Cc3ccccn3)C(=O)/C=C/c3ccc4c(c3)OCO4)nc12
60,Cc1cc2cc(CCNC(=O)c3c(-c4ccccc4Cl)noc3C)c(=O)[nH]c2cc1C
66,O=C(Cn1cnc2c(sc3cccc(Cl)c32)c1=O)N1CCN(c2ccc(F)cc2)CC1
17*,Cc1cc(NS(=O)(=O)c2ccc(NC(=O)c3oc4cc(C)c(C)cc4c3C)cc2)nc(C)n1
65,O=C(COc1ccc(Cl)cc1Cl)NCCn1ncc2c(=O)n(Cc3cccc(C(F)(F)F)c3)cnc21

Continued.
RMI FANCM FP,structure
58,O=C1NC(=Nc2ccccn2)SC1Cc1ccccc1 (stereo unspecified)
70,OCCOCCNc1nc(-c2ccccc2)nc2sc(-c3ccccc3)cc12
66,CCCNC(=O)CSc1ccc(NC(=O)c2cccc(F)c2)nn1
61,CCOC=Nc1oc(-c2ccccc2)nc1C#N
58,Cn1c(=O)[nH]c(=O)c2c(N3CCN(C(=O)C4CC4)CC3)ccnc21
61,CN1CC[C@]23c4ccccc4N[C@H]1[C@]21CCN(C)[C@H]3Nc2ccccc21
58,Cn1nc(-c2cccc(NC(=O)c3ccc(S(=O)(=O)N4CCCC4)cc3)c2)ccc1=O
113,CCOc1ccccc1C(=O)Nc1cc(-c2cn3nc(OC)ccc3n2)ccc1Cl
64,CC(C)(C)c1ccc2c(c1)OCCOCCOCCOCCO2
60,Cc1ccc(S(=O)(=O)NCCC(=O)N/N=C/c2ccc(N(C)C)cc2)cc1
54,CC1(C)CC(=O)C(Sc2ccccc2)=C(O)C1
61,Cc1[nH]c(=O)[nH]c(=O)c1CCc1nnc(SCc2ccccc2)o1
63,O=C(NC1CCCC1)C1CCN(c2ncnc3c2sc2ncccc23)CC1
52,O=c1nc(SCc2cccc([N+](=O)[O-])c2)c2c(n1CC1CCCO1)CCC2 (stereo unspecified)
63,COCCN1CCCc2ccc(NS(=O)(=O)c3ccccc3Br)cc21
48,CN(CCOC(=O)c1ccc(Cl)cc1)c1ncc(C(F)(F)F)cc1Cl
73,COc1cccc(Oc2coc3cc(OS(C)(=O)=O)ccc3c2=O)c1
55,O=C(c1cc(C2CC2)n(C2CCS(=O)(=O)C2)n1)N1CCc2ccccc21 (stereo unspecified)
55,COc1ccc(Cl)cc1S(=O)(=O)Nc1ccc(-n2c(C)nc3ccccc3c2=O)cc1
71,O=C(COc1ccc2ccccc2c1)Nc1ccc2c(c1)CN(C(=O)c1cccs1)CC2
54,COc1cccc(OCC(=O)Nc2ccc(N3CCCC3=O)cc2)c1
54,CCCCOc1ccccc1/C=C1/SC(N2CCOCC2)=NC1=O
62,Cc1ccc(C(=O)NCC(c2ccc(N(C)C)cc2)N2CCN(C)CC2)cc1C (stereo unspecified)
67,CCOc1ccc(-c2cc(=O)n(CC(=O)Nc3ccncc3)cn2)cc1

An excerpt from above in order of the RMI FANCM FP value, descending:
RMI FANCM FP,structure
67,CN1C(=O)C(C)(C)COc2ccc(NC(=O)COc3ccc(F)cc3)cc21
61,COC(=O)Nc1ccc(S(=O)(=O)N(C)CC(F)(F)C(F)F)cc1
54,CCCCOc1ccccc1/C=C1/SC(N2CCOCC2)=NC1=O

Carrying on.
RMI FANCM FP,structure
53,Cc1ccc(NC(=O)c2ccc([N+](=O)[O-])cc2Cl)cc1N1CCCC1=O
85,COC(=O)c1ccccc1NC(=O)Cn1cccc(-c2nc(-c3ccc(OC)c(OC)c3)no2)c1=O
54,COC(=O)c1sccc1OCc1nnc(-c2ccc(F)cc2)o1
61,CN1CCCc2cc(C(CNC(=O)c3ccc(F)c(F)c3)N3CCCC3)ccc21 (stereo unspecified)
58,Cc1ccc(S(=O)(=O)Nc2ccc(O)c3ncccc23)cc1
75,Cc1sc2ncnc(N3CCC(Cc4ccccc4)CC3)c2c1C
58,CN(CCCC(=O)NCc1ccco1)S(=O)(=O)c1ccc2c(c1)C(=O)c1ccccc1C2=O
60,Cc1ccc([N+](=O)[O-])c(OC(C)CC(=O)O)c1 (stereo unspecified)
88,CCn1c(SCC(=O)c2ccc3c(c2)OCCO3)nc2sc3c(c2c1=O)CCC3
52,Cn1c(NC2CCN(Cc3ccccc3)CC2)cc(=O)n(C)c1=O
70,O=S(=O)(Nc1cccnc1)c1cccc(C(F)(F)F)c1
79,CCOc1ccccc1NC(=O)Cn1c(C)cc(C)c(-c2nc(-c3ccccc3)no2)c1=O
54,Cc1cccn2c(=O)nc(SCC(=O)NCc3ccc4c(c3)OCO4)nc12
62,O=C(NCCN1CCN(c2ccc(F)cc2)CC1)c1ccc(F)cc1Cl
70,CC1CCN(c2nc(-c3ccc(F)cc3)nc3ccccc23)CC1
58,COc1ccc(CCNC(=S)N(C)C)cc1OC
52,CC(C)(C)OC(=O)NCCN=Cc1ccc(C(F)(F)F)cc1
68,COc1ccc(-c2ccc(N3CCC(C(=O)Nc4ccc5c(c4)OCCO5)CC3)nn2)cc1
60,Cc1cc(C)c2nc(NC(=O)Nc3cccc(Cl)c3)sc2c1
56,O=C(Nc1ccccc1-c1ccccc1)Nc1c[nH]c2ccccc12
54,Cc1ccc(C)n1-c1cc([N+](=O)[O-])ccc1-n1ccnc1
66,Cc1cccc(CC(=O)NCCn2ncc3c(=O)n(Cc4cccc(Cl)c4)cnc32)c1
71,CCc1ccccc1NC(=O)NCCn1nc(-c2ccccc2)ccc1=O
56,COC(=O)c1sc(SC)c(-c2ccn[nH]2)c1C
61,COc1ccc(-c2csc(NC(=O)Cc3cccc4ccccc34)n2)cc1OC
60,Cc1cc(C)cc(NC(=O)N(C)C)c1
57,Oc1ccc(/C=N\Nc2nc3ccccc3s2)cc1
64,CCOc1ccc(-c2cc(=O)n(CC(=O)Nc3cc(OC)ccc3OC)cn2)cc1
63,CC(=O)c1sc(NC(=O)C(C)C)nc1C
63,CCOC(=O)c1nnc2c(Br)c(C)nn2c1C
62,CS(=O)(=O)c1ccc(NC(=O)c2ccco2)cc1
61,Cc1cc(C(=O)Nc2nc3c(s2)C(=O)CC(C)(C)C3)on1
59,Cc1cc(NC(=O)CSc2n[nH]c(=O)n2-c2ccccc2)n(-c2ccccc2)n1
73,CN(C)c1ccc(CCCNC(=O)C(=O)Nc2ccc(F)c(Cl)c2)cc1
55&60,C[C@]12CCC(=O)C=C1CC[C@@H]1[C@@H]2[C@@H](O)C[C@@]2(C)[C@H]1CC[C@]2(O)C(=O)COC(=O)CCC(=O)O
53,CCOC(=O)c1ccc2nc(C)c(C)nc2c1
55,CCC(CC)C(=O)Oc1coc(CSc2nc(C)cs2)cc1=O
66,Cn1c(=O)c2[nH]c(NCCN3CCOCC3)nc2n(C)c1=O
72,CC(=O)Nc1cccc(NC(=O)C(=O)NCC(c2ccc3c(c2)CCN3C)N2CCCC2)c1 (stereo unspecified)
70,COc1ccc(-c2ccc(C)c(NC(=O)c3cccs3)c2)nn1
73,Cc1cc(Cl)ccc1Nc1sc(C(=O)c2cc3cc(Cl)ccc3o2)c(N)c1C#N
64,CCOC(=O)c1cc(=O)c2ccccc2n1C
68,O=C(/C=C/c1ccccc1)Nc1nnc(Cc2cccs2)o1
64,Cc1ccc(C(=O)C(C)OC(=O)c2cccnc2)cc1 (stereo unspecified)
58,O=C1c2ccccc2C(=O)N1Cc1cc(Cl)cc2c3c([nH]c12)CCCC3
60,Cc1cccc(-n2nc3c(c2NC(=O)c2ccc(Cl)c([N+](=O)[O-])c2)CS(=O)C3)c1C (stereo unspecified)
61,COc1ccc(N2CCN(S(=O)(=O)c3c(Cl)cccc3Cl)CC2)cc1
61,CC(C)C(Br)C(=O)Nc1ccccc1Cl (stereo unspecified)
86,COC(=O)/C(C#N)=C/c1ccc(-c2ccc(OC)cc2)o1
61,Cc1ccc2sc(NNC(=O)c3c(F)cccc3F)nc2c1C
53,N#CCCN(CC1CCCO1)C(=S)Nc1cc(C(F)(F)F)cc(C(F)(F)F)c1 (stereo unspecified)
54,O=C1C=C(NCc2ccccc2)CC(c2ccc(Cl)cc2)C1 (stereo unspecified)
47,COc1ccc(C2N(c3cccc(C)c3)CCN2c2cccc(C)c2)cc1Br
105,COc1ccc(-n2c(=O)[nH]c3c(C(N)=O)nc(-c4cccc(Br)c4)nc32)cc1OC
69,CN(C)c1ccc(CCNC(=O)c2c(F)cccc2F)cc1
63,COC(=O)Cn1c(=NC(=O)COc2ccccc2)sc2cc(C(=O)OC)ccc21
72,O=C(O)C1=NN(c2ccccc2)C(=O)CC1
63,O=C(N1CCOCC1)N1CCN(S(=O)(=O)c2ccc3ccccc3c2)CC1
54,CC1CCCN(C(=O)NC2CC(=O)N(c3ccc(Cl)cc3)C2)C1 (stereo unspecified)
62,CC(C)c1ccc(NC(=O)c2ccc(=O)n(Cc3cccc(F)c3)n2)cc1
56,CCc1ccc(S(=O)(=O)NCC(c2ccc(N(C)C)cc2)N2CCN(c3ccccc3)CC2)s1 (stereo unspecified)
63,CC(=O)c1cccc(NC(=O)CCn2c(=O)oc3ccccc32)c1
